Screening results deposited in PubChem BioAssay by several laboratories.
MEKK3 PB1 HTS – modulators (inhibitors or enhancers) of MEK5 binding to human MEKK3 PB1 domain | bead-based flow cytometry, Alexa488-MEK5 binding to MEKK3; actives lie on both sides; 0 = blocked by unlabeled MEK5, 100 = vehicle | binding response (% of control), % at 10 µM | Q99759 | AID 1529 | hit rate 1.4% among 290,000;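 active = binding response more than 3 SD above or below the average of its plate-row segment, actives on both sides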;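 also: Alexa488 bead fluorescence after subtracting the streptavidin-only scavenger bead signal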
Target sequence (Q99759 whole entry, looked up, the tested form may be a part): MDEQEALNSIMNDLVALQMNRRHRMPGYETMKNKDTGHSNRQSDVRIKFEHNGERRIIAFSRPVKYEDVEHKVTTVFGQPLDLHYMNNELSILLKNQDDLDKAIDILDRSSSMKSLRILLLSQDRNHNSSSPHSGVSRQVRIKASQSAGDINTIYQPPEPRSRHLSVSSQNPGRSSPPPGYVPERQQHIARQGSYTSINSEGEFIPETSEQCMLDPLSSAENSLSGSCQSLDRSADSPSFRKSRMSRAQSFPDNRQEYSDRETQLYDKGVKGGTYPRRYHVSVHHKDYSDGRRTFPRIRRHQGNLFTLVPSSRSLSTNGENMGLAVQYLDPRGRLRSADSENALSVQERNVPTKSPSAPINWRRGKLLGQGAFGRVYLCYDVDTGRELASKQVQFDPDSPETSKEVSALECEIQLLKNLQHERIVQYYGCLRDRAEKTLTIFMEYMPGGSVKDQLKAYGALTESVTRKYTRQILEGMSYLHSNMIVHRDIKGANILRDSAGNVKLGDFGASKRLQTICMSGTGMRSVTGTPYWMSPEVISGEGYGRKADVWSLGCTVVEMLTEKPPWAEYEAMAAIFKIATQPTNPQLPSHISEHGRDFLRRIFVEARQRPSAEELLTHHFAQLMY
CRFR2-BP antag – antagonists of CRF-binding protein/CRF-R2 receptor complex; HEK293 CRF-R2/CRF-BP, CRF-induced calcium fluorescence; AID 588475; hit rate 0.59% among 350,000; inhibition, % at 11.8 µM;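 active = inhibition of the ligand-induced calcium signal above about 50% at the single tested concentration, limit read from the data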
SUMO HTRF inh – inhibitors of human SUMOylation (UBC9); P63279; HTRF SUMOylation assay, SAE1/SAE2 + UBC9, in vitro; inhibition, % at 35 µM; hit rate 0.36% among 290,000; AID 2006; in the data active = inhibition above about 50%, passing the limit was not always enough; also: strong numbers were not always called active
Target sequence (P63279 whole entry, looked up): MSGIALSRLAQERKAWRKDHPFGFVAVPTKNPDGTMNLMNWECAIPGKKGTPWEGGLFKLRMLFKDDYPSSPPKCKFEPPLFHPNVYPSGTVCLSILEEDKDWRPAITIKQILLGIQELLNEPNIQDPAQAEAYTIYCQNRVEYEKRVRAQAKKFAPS
MEKK2 mut-MEK5 – signal of MEK5 binding to mutant human MEKK2 PB1 domain; bead flow cytometry, Alexa488-MEK5 binding to MEKK2 mutant; percent response, % at 10 µM; hit rate 0.35% among 290,000; in the data active = percent response above about 24%, passing the limit was not always enough; also: inactives centre near 1; some results filed as inactive read as strong as hits
MEKK2 WT-MEK5 – raises or lowers MEK5 binding to wildtype human MEKK2 PB1 domain; bead flow cytometry, Alexa488-MEK5 binding to MEKK2 WT; actives lie on both sides; binding response (% of control), % at 10 µM; hit rate 1.1% among 290,000; in the data active = binding response below about 67% or above about 130%
DNA FID counter – counter-screen for HCV NS3 helicase inhibitors: DNA intercalator displacement; DNA fluorescent intercalator displacement, fluorescence; inhibition, % at 7.9 µM; hit rate 0.17% among 290,000; AID 1845; in the data active = inhibition above about 37%;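 also: 0% = vehicle and 100% = reference compound; higher means more ethidium bromide displaced from hairpin DNA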
CRFBP-R2 agonist – CRF-BP/CRF-R2 complex agonism | HEK293 CRF-R2/CRF-BP, calcium dye fluorescence (FLIPR); percent of saturating CRF peptide response | activation, % at 13.2 µM | hit rate 0.46% among 350,000;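 active = activation of at least 50%, plus an integration ratio under a set limit after plate pattern correction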;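 also: plate controls were neutral control wells without compound for no effect and CRF at EC100 for full effect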
GalR3 antag – blocks the human galanin receptor 3; O60755; inhibition, % at 3 µM; hit rate 0.44% among 360,000; HEK293 GalR3-CNG cAMP membrane potential fluorescence; galR3 body fused to GalR1 C-terminus;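 active = inhibition above the screen-wide average plus 3 SD, cut at about 13% in these data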;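 also: forskolin and galanin both at EC90 stimulate the cells; cAMP rise reported by CNG channel membrane potential dye signal; 0% = forskolin plus galanin with DMSO and 100% = forskolin alone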
Target sequence (O60755 1-299 limits assumed): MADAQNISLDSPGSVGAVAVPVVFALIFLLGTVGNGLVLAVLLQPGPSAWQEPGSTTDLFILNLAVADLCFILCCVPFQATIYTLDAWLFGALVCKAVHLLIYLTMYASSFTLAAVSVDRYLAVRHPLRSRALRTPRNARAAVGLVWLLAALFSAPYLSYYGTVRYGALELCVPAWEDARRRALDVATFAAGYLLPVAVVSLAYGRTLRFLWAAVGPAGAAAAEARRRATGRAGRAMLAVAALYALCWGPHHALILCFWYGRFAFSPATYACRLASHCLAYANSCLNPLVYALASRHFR
HCV NS3 hel inh – HCV NS3 helicase inhibition; inhibition, % at 10.9 µM; hit rate 0.56% among 290,000; NS3 helicase DNA unwinding, Cy5 molecular beacon fluorescence; AID 1800;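 active = inhibition above the mean of all tested compounds plus 3 SD, set per campaign, cut at about 35% in these data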;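 also: 0% = DMSO wells and 100% = thioflavine S control wells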
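test system = hepatitis C virus NS3 helicase domain fragment enzyme | reagent = annealed dual-labelled DNA beacon duplex, ATP-started | times = 1 h at 25 °C | detection = Cy5 fluorescence, 0 and 60 min reads | read-out basis = percent inhibition from t60/t0 fluorescence ratio | control set = DMSO and thioflavine S | replication = one well per compound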
Numbers without * were called inactive; · = not tested or not shown. An excerpt. The share of hits here may be higher or lower than overall.

mol	MEKK3 PB1 HTS	DNA FID counter	CRFBP-R2 agonist	MEKK2 WT-MEK5	HCV NS3 hel inh	SUMO HTRF inh	CRFR2-BP antag	GalR3 antag	MEKK2 mut-MEK5
O=C(Cn1nnc(-c2ccc(Cl)cc2)n1)NCC1CCCCC1	82.0	-7.2	0.2	86.0	-3.1	-4.8	10.6	5.3	-5.0
O=S1(=O)C=CC(Nc2cccc(Cl)c2)C1 (centres undefined)	91.0	-1.4	-0.7	95.0	-1.6	12.6	14.3	-2.8	-5.0
O=C(Nc1ccc2cn[nH]c2c1)c1ccc(Cl)c(S(=O)(=O)N2CCOCC2)c1	95.0	-9.9	-1.8	100.0	5.4	-3.5	6.7	-0.9	7.0
COc1ccccc1C(=O)Nc1nnc(-c2ccc(Cl)cc2)o1	97.0	·	0.0	95.0	·	12.7	3.1	1.5	6.0
COc1ccc(NC(=O)c2ccc(-n3cccn3)nc2)c(OC)c1	106.0	-3.0	-1.4	103.0	3.1	1.0	-9.7	-4.9	-3.0
COc1ccc(CCNC(=O)Cn2nnc(-c3ccc(N4CCOCC4)cc3)n2)cc1OC	114.0	-3.7	-0.9	114.0	-10.2	9.0	23.6	-1.7	12.0
CCOC(=O)C1=C(N)Oc2cc(C)n(CCc3ccc(OC)c(OC)c3)c(=O)c2C1c1cccnc1 (centres undefined)	92.0	-26.9	-3.4	100.0	-6.9	23.3	1.3	0.0	-2.0
[O-]/C(=C(\C(=S)Nc1ccccc1F)[n+]1ccccc1)c1ccc(OC(F)F)cc1	101.0	0.7	-0.1	99.0	-20.7	22.9	-4.2	0.0	-1.0
C=CCNc1nc(C(=O)OCC)nc2ccccc12	102.0	-0.9	2.1	95.0	-0.9	-7.4	-5.0	0.3	-6.0
Cc1ccc(C)c(N2CC(C(=O)O)CC2=O)c1 (centres undefined)	94.0	5.8	3.3	96.0	-9.9	6.4	-1.4	-3.2	-4.0
COc1ccc(/C(O)=C2/C(=O)C(=O)N(CCCN(C)C)C2c2cccc(Cl)c2)cc1OC (centres undefined)	97.0	-4.1	-3.4	100.0	-6.9	-1.8	13.3	1.4	12.0
CCN1C(=O)c2ccccc2S(=O)c2ccc(C(=O)NC3CC3)cc21 (centres undefined)	104.0	-3.4	-1.0	107.0	11.3	1.7	-9.1	·	8.0
NC(=O)c1ccc(NC(=O)c2cnc3ccccc3n2)cc1	98.0	-4.0	-5.7	95.0	-13.1	22.2	5.3	-1.7	-2.0
Cc1ccc(S(=O)(=O)c2cc3c(=O)n4cccc(C)c4nc3n(Cc3ccncc3)c2=N)cc1	97.0	-3.1	1.2	96.0	-4.2	·	23.6	·	1.0
CC1(C)CC(=O)C2=C(C1)Nc1ccccc1NC2c1cccnc1 (centres undefined)	110.0	·	-0.4	101.0	·	-9.4	26.6	2.5	8.0
O=c1c2cc([N+](=O)[O-])ccc2nc(CN2CCN(c3ccccn3)CC2)n1-c1ccccc1F	97.0	-0.5	4.7	93.0	-1.3	6.9	4.8	8.3	-7.0

The last 2 records of the section above lead into the next:
mol	MEKK3 PB1 HTS	DNA FID counter	CRFBP-R2 agonist	MEKK2 WT-MEK5	HCV NS3 hel inh	SUMO HTRF inh	CRFR2-BP antag	GalR3 antag	MEKK2 mut-MEK5
CC1(C)CC(=O)C2=C(C1)Nc1ccccc1NC2c1cccnc1 (centres undefined)	110.0	·	-0.4	101.0	·	-9.4	26.6	2.5	8.0
O=c1c2cc([N+](=O)[O-])ccc2nc(CN2CCN(c3ccccn3)CC2)n1-c1ccccc1F	97.0	-0.5	4.7	93.0	-1.3	6.9	4.8	8.3	-7.0
Cn1cc([N+](=O)[O-])c(C(=O)Nc2ccn(C34CC5CC(CC(C5)C3)C4)n2)n1	96.0	-4.2	-0.5	97.0	-1.8	17.5	-19.4	-5.6	-3.0
Fc1ccc(NC(=S)Nc2ccccc2N2CCOCC2)cc1Cl	98.0	-5.9	1.3	98.0	-5.3	2.9	-5.1	-4.3	-3.0
O=C(Nc1ccnn1C1CCN(C(=O)c2cccc(Cl)c2)CC1)C1CC1	97.0	-19.4	-1.4	99.0	8.5	-9.9	2.0	-8.1	-4.0
Cc1ccc(C(=O)NNC(=O)C2CCCN(c3ncccn3)C2)cc1 (centres undefined)	100.0	-9.1	-1.2	99.0	1.2	22.9	11.3	-1.4	0.0
O=C(CCCN1C(=O)/C(=C/c2ccco2)SC1=S)Nc1ccccc1	104.0	-9.0	-2.8	94.0	34.7	23.1	-27.4	-5.4	0.0
Cc1cc(=O)n(CCCO)c(O)c1C#N	99.0	5.9	3.3	107.0	-0.9	25.9	13.8	2.3	6.0
COc1cc(C(=O)O)cc(NC(=O)c2cccs2)c1OC	101.0	-7.0	-2.0	101.0	-1.8	19.7	21.9	-4.2	-2.0
CC(=O)NC(CC(=O)O)c1ccccc1 (centres undefined)	83.0	2.7	2.2	82.0	-5.3	26.4	11.8	7.7	-16.0
COc1ccc(/C(C#N)=C/c2ccccn2)cc1	101.0	-8.5	-0.4	103.0	10.3	3.2	12.8	0.5	2.0
CCn1c(SCC(=O)Nc2ccccc2C(=O)OC)nnc1-c1ccc(N)cc1	101.0	-16.2	-1.3	102.0	9.9	-7.3	-0.4	-2.2	0.0
CCC(=O)Nc1cccc(NC(=O)CSc2nnc(C3CC3)n2C)c1	101.0	0.2	1.5	103.0	0.9	22.7	-22.4	-3.9	0.0
O=C(Cc1ccc([N+](=O)[O-])cc1)NNC(=O)c1cccs1	102.0	1.3	-0.6	104.0	-1.9	14.3	-8.0	-7.5	2.0
O=C(N/N=C/c1ccccn1)c1ccc(NC(=O)c2ccc(F)cc2)cc1	103.0	-9.0	-1.3	101.0	-18.5	7.9	9.9	-0.7	3.0
O=C(CNCc1ccccc1)NC1C2CC3CC(C2)CC1C3 (centres undefined)	98.0	4.0	3.7	104.0	-14.6	-2.9	-25.8	-12.5	2.0
Cc1ccsc1C1C(C#N)=C(N)N(N(C)C)C2=C1C(=O)CC(C)(C)C2 (centres undefined)	77.0	-3.7	5.2	73.0	-0.1	8.2	-27.1	4.5	-12.0
O=C(c1ccccc1)N1N=C(c2ccccc2)CC1c1ccccc1O (centres undefined)	107.0	-17.5	0.4	98.0	3.2	-3.4	49.7	-3.8	0.0
Cc1nn(-c2ccc(N3CCOCC3)nn2)c(C)c1CCC(=O)NCc1ccccc1	104.0	-36.1	-0.4	103.0	-0.6	14.5	3.4	-6.7	4.0
O=C(CN1C(=O)c2cccc3cccc1c23)N1CCN(c2ccc(F)cc2)CC1	106.0	-7.3	-0.4	107.0	8.9	19.6	-2.4	-2.1	2.0
Cc1cc(=O)[nH]c(SCC(=O)Nc2ccc(F)c([N+](=O)[O-])c2)n1	102.0	7.9	-1.2	98.0	-3.8	-8.3	-0.8	-1.7	0.0
CCOc1ccccc1CN1C(=O)C2(OCCO2)c2ccccc21	104.0	-25.1	-2.9	106.0	-6.5	-10.5	4.5	-11.0	6.0
O=C(CN(c1ccccc1)S(=O)(=O)c1ccccc1)N/N=C/c1ccco1	97.0	-13.7	-2.4	95.0	-9.3	14.4	20.7	1.1	-1.0
O=C1CC(c2ccccc2)CC(O)=C1C=NCCN1CCNCC1 (centres undefined)	106.0	-1.3	-0.1	107.0	-10.6	-0.5	6.8	0.4	7.0
CCOC(=O)c1cnc(-n2nc(C)cc2C)nc1Nc1cccc(C(=O)O)c1	97.0	-7.5	1.4	90.0	-0.8	-3.7	4.1	-2.4	-5.0
O=C(C1CC1c1ccccc1)N1CCOCC1 (centres undefined)	95.0	-4.6	4.3	97.0	-7.6	12.2	-32.8	-5.5	-1.0

Reprinted at random: four entries already listed.
mol	MEKK3 PB1 HTS	DNA FID counter	CRFBP-R2 agonist	MEKK2 WT-MEK5	HCV NS3 hel inh	SUMO HTRF inh	CRFR2-BP antag	GalR3 antag	MEKK2 mut-MEK5
O=C(CN1C(=O)c2cccc3cccc1c23)N1CCN(c2ccc(F)cc2)CC1	106.0	-7.3	-0.4	107.0	8.9	19.6	-2.4	-2.1	2.0
Cc1nn(-c2ccc(N3CCOCC3)nn2)c(C)c1CCC(=O)NCc1ccccc1	104.0	-36.1	-0.4	103.0	-0.6	14.5	3.4	-6.7	4.0
O=C(CN(c1ccccc1)S(=O)(=O)c1ccccc1)N/N=C/c1ccco1	97.0	-13.7	-2.4	95.0	-9.3	14.4	20.7	1.1	-1.0
O=C1CC(c2ccccc2)CC(O)=C1C=NCCN1CCNCC1 (centres undefined)	106.0	-1.3	-0.1	107.0	-10.6	-0.5	6.8	0.4	7.0

(cont.)
mol	MEKK3 PB1 HTS	DNA FID counter	CRFBP-R2 agonist	MEKK2 WT-MEK5	HCV NS3 hel inh	SUMO HTRF inh	CRFR2-BP antag	GalR3 antag	MEKK2 mut-MEK5
O=S(=O)(c1ccc(OCC(O)CN2CCN(c3ccc(F)cc3)CC2)cc1)N1CCOCC1 (centres undefined)	105.0	4.1	-0.6	106.0	-14.2	-0.4	6.8	2.2	6.0
CC(=O)Cc1nsc(NC(=O)c2cc(-c3ccccc3Cl)oc2C)n1	113.0	-19.9	-0.5	112.0	-82.6	20.0	2.1	6.1	6.0
COc1ccc(NS(=O)(=O)c2cccc(-c3nnc(-c4ccccc4)o3)c2)cc1	105.0	-9.0	13.8	103.0	-14.7	12.9	-38.0	-0.6	3.0
CC(=O)OC(COc1ccc(F)cc1)Cn1cnc2ccccc21 (centres undefined)	107.0	-5.4	-0.3	104.0	1.6	-2.4	8.4	-1.8	3.0
O=C(CCc1nc(-c2ccccc2)c(-c2ccccc2)o1)OCc1ccc(Cl)cc1	97.0	-11.6	0.8	95.0	-2.0	-4.8	-13.5	-6.3	-1.0
c1ccc2c(-c3nn[nH]n3)cccc2c1	107.0	4.2	-0.1	105.0	7.8	-8.0	1.3	-4.7	28.0
Cc1ccc(OCc2n[nH]c(=S)n2C2CCCCC2)cc1	105.0	-34.2	-0.2	105.0	7.3	6.2	-49.4	-5.0	6.0
CCc1ccc(NC(=O)CSc2nnc(CNC(=O)c3cccs3)o2)cc1	103.0	-19.0	-1.5	100.0	-11.9	-3.1	-8.8	-2.4	1.0
COc1cc2c(cc1OC)C(C(=O)N1CCN(c3ccccc3)CC1)C(c1cccs1)N(C)C2=O (centres undefined)	102.0	-39.3	-1.6	98.0	3.8	-6.6	-0.1	3.6	1.0
CC(=O)c1cnc(N2CCCCC2)nc1C	106.0	-2.3	4.3	103.0	8.2	24.6	-33.6	-4.2	1.0
Cc1ccccc1NC(=S)NCCC(c1ccccc1)c1ccccc1	109.0	-20.8	3.3	112.0	-28.0	-10.7	30.6	-1.9	21.0
O=c1oc2ccccc2c(O)c1/C=N/c1ccccn1	100.0	-16.6	3.0	99.0	23.3	-2.2	2.9	-1.3	1.0
Cc1cc(C(C)(C)C)oc1C(=O)N(CC(=O)NC1CCCC1)Cc1ccccc1	101.0	-4.3	11.1	96.0	5.5	8.4	-18.2	-4.6	-2.0
CCOc1ccc(OCc2ccc(C(=O)N3CCCC3)o2)cc1	104.0	-17.9	0.4	102.0	-5.8	18.1	31.4	-1.1	5.0
Cc1ccc(-n2c(C)cc(/C=N/NC(=O)c3ccc(CN4CCOCC4)cc3)c2C)cc1	109.0	-6.8	1.0	117.0	-16.0	-2.1	1.6	-4.9	9.0
N#Cc1c(-n2ccnc2)cccc1-n1ccnc1	104.0	-1.9	-0.2	102.0	2.1	10.1	2.2	-4.7	5.0
